# Bioassay records from PubChem.
# TDP1 block – inhibitors of human tyrosyl-DNA phosphodiesterase TDP1 | Potency, µM (top dose mostly 130 µM), for inactives: top-dose activity change, negative = inhibition, usual class: inhibitors | 350,000 compounds, 0.28% hits | recombinant TDP1, AlphaScreen DNA substrate cleavage | Q9NUW8; note: nearly all actives have a fitted effect of over 40% in size
# Target sequence (Q9NUW8 whole entry, looked up): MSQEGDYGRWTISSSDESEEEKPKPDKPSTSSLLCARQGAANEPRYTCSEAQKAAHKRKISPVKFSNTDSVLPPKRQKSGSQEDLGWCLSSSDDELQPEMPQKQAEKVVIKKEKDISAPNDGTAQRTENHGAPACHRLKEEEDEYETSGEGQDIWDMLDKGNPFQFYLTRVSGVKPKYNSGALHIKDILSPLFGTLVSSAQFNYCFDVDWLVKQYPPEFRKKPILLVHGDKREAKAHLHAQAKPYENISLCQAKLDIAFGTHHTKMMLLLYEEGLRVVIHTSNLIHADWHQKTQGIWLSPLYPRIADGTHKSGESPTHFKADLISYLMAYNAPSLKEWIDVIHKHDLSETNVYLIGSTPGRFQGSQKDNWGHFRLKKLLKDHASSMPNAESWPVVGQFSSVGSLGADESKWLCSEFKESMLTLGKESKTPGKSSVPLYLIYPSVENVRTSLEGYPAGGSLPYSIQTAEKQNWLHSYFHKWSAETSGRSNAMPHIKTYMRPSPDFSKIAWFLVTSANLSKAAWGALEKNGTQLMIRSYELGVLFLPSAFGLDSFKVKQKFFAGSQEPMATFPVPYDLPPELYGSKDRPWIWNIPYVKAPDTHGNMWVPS
#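 Tdp1 1 nM final; 15 min RT w/ cpd; substrate 15 nM, 5 min; beads 10 ug/ml, 10 min; AlphaScreen read. Neg ctrl: no enzyme.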
# DT40 TDP1 CPT – growth inhibition of DT40 Tdp1-/-;hTDP1 cells with camptothecin (screen for TDP1 inhibitors); 420,000 compounds, 12% hits; chicken DT40 Tdp1-/-;hTDP1 cells + 20 nM CPT, ATP luminescence, 48 h; Potency, µM (titrated, usually from 46.2 µM), for the others: top-dose activity change, negative = growth inhibition, usual class: inhibitors; note: nearly all actives have a fitted effect of over 55% in size
#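 Chicken DT40 Tdp1-/- cells complemented with human TDP1, 400 cells/well, exposed to compounds plus 20 nM camptothecin for at least 48 h at 37 C; viability read as ATP content by CellTiter-Glo luminescence.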
# TDP1 cell noCPT – qHTS for Inhibitors of human tyrosyl-DNA phosphodiesterase 1 (TDP1): qHTS in cells in absence of CPT. DT40 Tdp1-/- hTDP1 cells, no CPT, ATP luminescence, 48 h. Potency, µM (doses to about 46.2 µM), for the others: top-dose activity change, negative = growth inhibition, usual class: inhibitors. 420,000 compounds, 15% hits. AID 686978, 2013; note: nearly all actives have a fitted effect of over 55% in size
#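 Cells were dispensed at 400 per well, compounds added by pin tool, plates incubated ≥48 hr at 37 °C, then CellTiter-Glo added for 30 min at room temperature before luminescence reading. Line: DT40 Tdp1-/- complemented with hTDP1; camptothecin omitted.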
# Numbers without * were called inactive; ? = inconclusive; . = not tested or not shown; [ ] = remark or other dose. Calls come from the whole dose curve; as a rule, active = well fitted curve in the direction sought with a large enough effect; inconclusive = small, poorly fitted or top-dose-only effect, or another doubt; inactive = no such curve, though single readings can be large; an effect the other way counts as inactive or inconclusive. % is set by controls: 0 for no effect and ±100 for the full control effect; potency is the fitted concentration of half-maximal effect.
SMILES,TDP1 block,DT40 TDP1 CPT,TDP1 cell noCPT
COC(=O)Cc1c(C)c2ccc(OC(=O)c3ccco3)cc2oc1=O,4%,-23%,-25%
COc1cc2c(cc1OC)C(c1cccs1)N(C(=S)NC(C)C)CC2 (stereo not given),2%,?,15µM*
CC(C)CNC(=O)c1cccc2c1-c1ccccc1C2=O,.,19%,6%
CCc1ccc(CNC(=O)c2ccc(CS(=O)(=O)Cc3ccccc3C)o2)cc1,8%,21µM*,21µM*
CCCOc1ccc(/C=N/NC(=O)CN2CCCCC2)cc1,.,8%,-18%
OCCC1CN(Cc2cc3c(cc2Cl)OCO3)CCN1C1CCCCC1 (stereo not given),2%,-12%,-8%
Cc1ccc(C)n1-n1c(C)nc2sc(-c3ccccc3)cc2c1=O,10%,18µM*,15µM*
CCOc1ccc(OCCC(=O)OCC(=O)NC2CCCC2)cc1,-2%,-8%,-13%
CCN1CCC(NCCc2ccc(F)cc2)CC1,5%,?,?
CSC1=NCCN1C(=O)c1c(F)cccc1Cl,7%,-19%,?
CC(=O)c1ccc(OCC(O)CN(C)Cc2cccs2)cc1 (stereo not given),-3%,-19%,-28%
CCOC(=O)c1c(C)[nH]c(C)c1C=O,2%,-20%,-4%
CN(C(=O)CSc1nc2ccccc2n1CC(=O)N(C)c1ccc(F)cc1)c1ccccc1,4%,18µM*,21µM*
CN1CCc2c(sc(N)c2C(=O)c2ccc(Cl)cc2)C1,.,?,?
CNc1cncc(-c2ccc(O)cc2)n1,.,?,-29%
COc1ccc(CCNC(N)=S)cc1OC,-1%,-2%,-16%
COc1ccc(CNc2ccc(C)c(C)c2)cc1,6%,0%,-2%
CC(C)CCn1c(-c2nonc2N)nc2ccccc21,0%,13µM*,?
CC(C)OC(=O)CSc1n[nH]c(-c2cccnc2)n1,4%,-11%,-23%
Cc1ccc(C(=O)NC(=S)NNC(=O)c2ccc([N+](=O)[O-])cc2)cc1,.,?,15µM*
O=C(c1ccccc1F)N1CCN(c2ccc([N+](=O)[O-])c3cccnc23)CC1,6%,-25%,?
COc1cc(OC)cc(-c2c(-c3cccs3)c3cc(Br)ccc3n2C)c1,0%,6%,-16%
CCOC(=O)c1sc(NC(=S)NC(=O)c2ccccc2Cl)c(C(=O)OCC)c1C,0%,?,26µM*
COc1nc(N)nc(NC(=O)c2cccs2)c1N=O,.,2.1µM*,2.3µM*
C=CCc1ccc(OCCOCCOc2ccccc2[N+](=O)[O-])c(OC)c1,-1%,?,?
CCCCCCCCNCCS(=O)(=O)NCc1ccccc1OC,.,-93%,-87%
CCn1c(C)nc2cc(C(=O)NNC(=S)Nc3ccc(Cl)cc3Cl)ccc21,7%,-4%,-13%
Cc1ccc(-c2noc(C(C)NC(=O)c3ccco3)n2)cc1 (stereo not given),7%,16µM*,12µM*
CC(NC(=O)c1cc(COc2ccc3ncccc3c2)on1)c1ccc(F)cc1 (stereo not given),.,6.5µM*,3.7µM*
S=C(NCC1CCCO1)Nc1cccc(Cl)c1 (stereo not given),5%,1%,4%
CC(CC(=O)C1C(C)C=CCC1(C)C)NNC(N)=O (stereo not given),0%,-13%,-8%
Cc1ccc(N(CC(=O)NC2CCCC2)C(=O)CNC(=O)c2cccs2)cc1C,.,-12%,-23%
CCc1ccc(C(=O)CSc2nc3ccccc3c(=O)[nH]2)cc1,2%,1.5µM*,1.6µM*
OC1CC2CCC(C1)N2CCCN1c2ccccc2Sc2ccc(Cl)cc21 (stereo not given),.,23µM*,15µM*
O=C(c1cccc(C(F)(F)F)c1)C1CCCN(C(=O)CCCn2cncn2)C1 (stereo not given),-3%,2%,-11%
CCOc1ccccc1NC(=O)C1CCC(CNc2c(N3CCCCC3)c(=O)c2=O)CC1 (stereo not given),.,-27%,?

# In another format: results already given.
# Order of results: TDP1 block | DT40 TDP1 CPT | TDP1 cell noCPT
> Cc1ccc(-c2noc(C(C)NC(=O)c3ccco3)n2)cc1 (stereo not given)
    7% | 16µM* | 12µM*
> CCc1ccc(C(=O)CSc2nc3ccccc3c(=O)[nH]2)cc1
    2% | 1.5µM* | 1.6µM*
> CCCCCCCCNCCS(=O)(=O)NCc1ccccc1OC
    . | -93% | -87%

# (cont.)
SMILES,TDP1 block,DT40 TDP1 CPT,TDP1 cell noCPT
COc1ccc(S(=O)(=O)NCC2CCCO2)c(Cl)c1Cl (stereo not given),5%,8%,-4%
C=CCc1cccc(/C=N/NC(=O)COc2ccc(-n3cnnn3)cc2)c1O,?,?,?
CCNC(=O)CSc1nnc(-c2ccc(OC)cc2)n1CC(C)C,5%,-7%,-3%
COc1ccc(-c2c(C)nn3c(C(F)(F)F)cc(-c4ccccc4)nc23)cc1,8%,?,?
CCOc1ccc(-c2nnc(N3CCCCC3)c3ccccc23)cc1,0%,23µM*,16µM*
COc1ccc(-c2cnc(SCC(=O)Nc3nc(C(C)(C)C)cs3)n2Cc2ccco2)cc1,9%,?,21µM*
COc1ccc(CNC(=O)COC(=O)c2ccc(F)c(S(=O)(=O)N3CCCCC3)c2)cc1OC,7%,-17%,5%
CCC(c1nnnn1Cc1ccco1)N(CCc1ccccc1)Cc1cc2ccc(OC)cc2[nH]c1=O (stereo not given),10%,23µM*,29µM*
C[C@H]1CCC[C@@]2(O[C@H](CCO)C[C@@H](O)[C@@H]2O)O1,.,-5%,-6%
COc1cccc(-c2ccc3ncnc(NCCc4c[nH]c5ccc(OC)cc45)c3c2)c1,.,23µM*,21µM*
C[C@@H]1CN([C@@H](C)CO)C(=O)CCCn2nncc2CO[C@H]1CN(C)S(=O)(=O)c1cccc(F)c1,.,1%,-17%
Cc1ccc(CN2CC(C(=O)Nc3ccc(F)c([N+](=O)[O-])c3)CC2=O)cc1 (stereo not given),3%,?,?
Cc1cc(N/C=C\c2nnnn2-c2ccc(F)cc2)no1,3%,-6%,-5%
COc1ccccc1CNC(=O)COC(=O)c1cccc(S(=O)(=O)N2CCCC2)c1,1%,-2%,-18%
C=CCOc1ccccc1CN1CCSCC1,2%,5%,-13%
Cc1cc(Nc2ccccc2)nn1C(=O)c1ccccc1,-1%,?,?
Cc1ccccc1CNC(=O)C(C)n1nc(C)n2c(cc3occc32)c1=O (stereo not given),-6%,-7%,-6%
Cc1ccc(NS(=O)(=O)c2cccc(C(=O)NCC(c3ccc(F)cc3)N3CCOCC3)c2)cc1 (stereo not given),9%,29µM*,16µM*
O=C(NNS(=O)(=O)c1ccccc1[N+](=O)[O-])c1cccc(Br)c1,5%,8%,2%
CCCn1c(N)c(N(CCOC)C(=O)c2cc(Cl)nc3ccccc23)c(=O)[nH]c1=O,0%,4%,1%
O=C(O)c1ccccc1CSc1nc2ccccc2s1,4%,-13%,-20%
CCCOc1ccccc1C1C(C(=O)OC)=CN(C(C)C)C=C1C(=O)OC,.,11%,-23%
COc1ccc(C(CNC(=O)c2cc(S(=O)(=O)NCc3ccco3)ccc2C)N(C)C)cc1 (stereo not given),0%,-24%,?
O=C(CCc1nc2ccccc2[nH]c1=O)OCC(=O)c1ccc(Cl)cc1,-2%,-19%,-16%
O=C(CCn1c(SCC(=O)NCc2ccco2)nc2ccccc2c1=O)NCCc1ccccc1,0%,5%,?
CCc1ccc(NC(=O)c2ccc(S(=O)(=O)NCc3cccnc3)cc2)cc1,6%[0.0935 µM],?,?
CC(C)NC(=O)C1CCC(Cn2c(=O)c3sccc3n(CC(=O)N3CCCC3)c2=O)CC1 (stereo not given),6%,-2%,5%
C/C(=N\NC(=O)c1c(C)nc2ccccn12)c1ccccc1F,.,-23%,-11%
O=C(NCc1ccccc1F)c1ccc(S(=O)(=O)Nc2cccc(C(F)(F)F)c2)cc1,2%,-21%,?
O=[N+]([O-])c1cccc(-c2nc(NCc3ccccc3)c3ccccc3n2)c1,3%,?,?
CC(C)NC(=O)NC(=O)COC(=O)c1ccc(S(=O)(=O)Nc2ccccc2)cc1,0%,-14%,-29%
CCOC(=O)c1ccc(N2CCOCC2)c(NS(=O)(=O)c2ccc(F)cc2)c1,3%,-20%,2%
CCOC(=O)C1C(=O)NC(c2ccccc2)=NC1c1ccc(OC)cc1 (stereo not given),4%,24%,-4%
CCOc1ccccc1CN1CCNC(=O)C1CC(=O)NC1CCCCCC1 (stereo not given),0%,?,?
COC(=O)c1c(C)[nH]c(C(=O)CN2C(=O)C3CC=CCC3C2=O)c1C (stereo not given),1%,?,?
CC1=C(C)CC(C(=O)NCCc2ccc(F)cc2)C(C(=O)O)C1 (stereo not given),.,-25%,-29%

# Reformatted with two lines to a compound: entries from further up.
# Results follow in this order: TDP1 block | DT40 TDP1 CPT | TDP1 cell noCPT
- CC(C)NC(=O)C1CCC(Cn2c(=O)c3sccc3n(CC(=O)N3CCCC3)c2=O)CC1 (stereo not given)
 : 6% | -2% | 5%
- C/C(=N\NC(=O)c1c(C)nc2ccccn12)c1ccccc1F
 : . | -23% | -11%
- O=C(NCc1ccccc1F)c1ccc(S(=O)(=O)Nc2cccc(C(F)(F)F)c2)cc1
 : 2% | -21% | ?
- O=[N+]([O-])c1cccc(-c2nc(NCc3ccccc3)c3ccccc3n2)c1
 : 3% | ? | ?
- CC(C)NC(=O)NC(=O)COC(=O)c1ccc(S(=O)(=O)Nc2ccccc2)cc1
 : 0% | -14% | -29%

# Next part
SMILES,TDP1 block,DT40 TDP1 CPT,TDP1 cell noCPT
Cc1c(Cl)cccc1NC(=S)N1CCCN(Cc2ccccc2F)C1,2%,-27%,-24%
COc1ccc(Cl)cc1NC(=O)CSC1=Nc2ccccc2C2=NC(CCC(=O)NCc3ccc(F)cc3)C(=O)N12 (stereo not given),2%,23µM*,16µM*
CC(NS(=O)(=O)c1ccc(Br)cc1F)[C@H](O)c1ccccc1 (stereo not given in full),.,-13%,?
Cc1ccc(-n2nc3ccc(NC(=O)c4cc5ccccc5o4)cc3n2)cc1,1%[2.28 µM],-23%,?
O=C(c1cccnc1)C1CCCN(Cc2nc(Cc3ccccc3F)no2)C1 (stereo not given),7%,-9%,?
COc1ccc(N(C(=O)c2cnccn2)C(C(=O)NC2CCCCC2)c2cc(OC)c(OC)c(OC)c2)cc1 (stereo not given),.,7%,?
O=CNc1cc(-c2ccccc2Oc2ccccc2)cn2c(-c3ccc(F)cc3)cnc12,.,?,10µM*
O=C(NCCOC(=O)c1ccncc1)c1ccccc1,0%,15%,-9%
O=C(Cc1c(Cl)cccc1Cl)Nc1cccc(S(=O)(=O)N2CCOCC2)c1,2%,3%,-25%
Oc1ccccc1/C=N/Nc1cc(N2CCCC2)nc(N2CCCC2)n1,11%,12µM*,12µM*
COc1ccc(/C=C/C(=O)NC(=S)Nc2ccc(C(=O)O)cc2)cc1,89µM*,-12%,3%
Cn1nc(-c2ccc(C(=O)NCC3CCCO3)cc2)c2ccccc2c1=O (stereo not given),6%,?,?

# 6 compounds already listed, sorted by molecular weight, low to high.
SMILES,TDP1 block,DT40 TDP1 CPT,TDP1 cell noCPT
COc1ccc(CNc2ccc(C)c(C)c2)cc1,6%,0%,-2%
Cc1cc(N/C=C\c2nnnn2-c2ccc(F)cc2)no1,3%,-6%,-5%
CCOC(=O)C1C(=O)NC(c2ccccc2)=NC1c1ccc(OC)cc1 (stereo not given),4%,24%,-4%
C=CCc1ccc(OCCOCCOc2ccccc2[N+](=O)[O-])c(OC)c1,-1%,?,?
Cc1ccc(N(CC(=O)NC2CCCC2)C(=O)CNC(=O)c2cccs2)cc1C,.,-12%,-23%
O=C(Cc1c(Cl)cccc1Cl)Nc1cccc(S(=O)(=O)N2CCOCC2)c1,2%,3%,-25%

# The list goes on:
SMILES,TDP1 block,DT40 TDP1 CPT,TDP1 cell noCPT
OCC1(Cc2cccc(F)c2)CCN(Cc2cccc3nccnc23)CC1,0%,-17%,-27%
Cc1cccn2c(=O)c(/C=C(\C#N)C(=O)NCc3ccco3)c(N3CCC(C(N)=O)CC3)nc12,5%,7%,-27%
Cc1c(NC(=O)C(C)OC(=O)c2cccc(S(=O)(=O)N(C)C)c2)c(=O)n(-c2ccccc2)n1C (stereo not given),5%,0%,-10%
NS(=O)(=O)c1ccc(NC(=O)C(=O)Nc2ccc3nc4n(c(=O)c3c2)CCCCC4)cc1,0%,15%,9%
CC(C)Cc1nnc(NC(=O)CCC(=O)Nc2ccc(Cl)cc2)s1,2%,14%,-17%
COc1ccc(-c2csc3ncnc(Nc4ccc(OC)c(OC)c4)c23)cc1,-6%,?,8.2µM*
CC12CCC(c3c(C(=O)Nc4nccs4)nn(-c4ccccc4)c31)C2(C)C (stereo not given),10%,16µM*,18µM*
O=C(c1ccc(-c2ccccc2)cc1)N1CCN(C(=O)c2ccco2)CC1,2%,3%,-24%
O=C(NCC1CCCO1)c1ccc(COc2ccc(Br)cc2)cc1 (stereo not given),-1%,29µM*,23µM*
CCCNC(=O)Cn1cnc2sc(C(=O)N3CCN(c4ccc(F)cc4)CC3)c(C)c2c1=O,-2%,-30%,-18%
O=C1COc2ccc(S(=O)(=O)N3CCc4ccccc43)cc2N1,6%,?,-1%
